IL1B secr inh – qHTS for Inhibitors of Inflammasome Signaling: IL-1-beta AlphaLISA Primary Screen | THP-1 LPS/ATP IL-1B secretion, AlphaLISA, 16 h; hits give low values | activity change, % at 57.5 µM | hit rate 4.7% among 360,000 | AID 743279, 2014; in the data active means activity change below about -50%; inconclusive means mostly about -30% to -49%; further: on the % scale 0 is the no-effect control and ±100 the full control effect
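Secreted IL-1B measured by AlphaLISA bead assay after 16 h compound exposure of THP-1 cells; compounds (final up to 57.5 uM) added 1 h before LPS (250 ng/mL) and ATP (1.25 mM) stimulation; lower signal means less secretion.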
HepG2 viability – qHTS for Inhibitors of TGF-b: Cytotox Counterscreen. hit rate 0.76% among 410,000. HepG2 CAGA-GFP viability, ATP luminescence, 18 h. Potency, µM (titrated, usually from 46.1 µM), inactives show top-dose activity change, negative = cytotoxicity, usual class: cytotoxic; further: potency means the concentration at half of the fitted maximal effect; some results filed as inactive show a strong effect at the top dose
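CellTiter-Glo luminescence gave cytotoxicity after 18 hours at 37 degrees C. The cells were HepG2 CAGA-GFP in 1% FBS DMEM, stimulated with 500 pg/mL TGF-beta after compound addition. %Activity was normalised to no-cell wells (complete cell-killing) and DMSO (no toxicity), and curves were fitted and classified.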
HT1080-NT tox – qHTS for induction of synthetic lethality in tumor cells producing 2HG: qHTS for the HT-1080-NT fibrosarcoma cell line; HT-1080-NT fibrosarcoma viability, CellTiter-Glo ATP luminescence, 48 h; Potency, µM (titrated, usually from 46.1 µM), for the others: top-dose activity, negative = less viability, hits mostly cytotoxic; hit rate 1.6% among 360,000;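 further: NT is the 2HG producing partner of a matched IDH1 knockdown line; potency means the concentration at half of the fitted maximal effect; 0% = DMSO-treated cells and -100% = media-only wells without cells; nearly all actives have a fitted effect of over 55% in size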
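HT-1080-NT; 750 cells/well; 5% FBS RPMI; 48 h compound, 37 degrees C; CellTiter-Glo luminescence; curve fitting and curve-class assignment.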
SW480 rereplic – A quantitative high throughput screen for small molecules that induce DNA re-replication in SW480 colon adenocarcinoma cells. hit rate 1.8% among 340,000. Potency, µM (highest dose often 46.1 µM), for the others: top-dose re-replication activation, usual class: activators. SW480 DNA re-replication, Hoechst DNA content imaging, 48 h; further: potency means the concentration at half of the fitted maximal effect; % of control where 0% means no effect; nearly all actives have a fitted effect of over 55% in size
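Compounds, transferred as 23 nL by pin tool, were incubated with cells for 48 hr; DNA content per nucleus was then quantified by Hoechst staining and fluorescence plate imaging.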
ATXN viability – Viability Counterscreen for Primary qHTS for Inhibitors of ATXN expression. S2 cells (HEK-293 line with an ATXN2-luciferase reporter) viability, CellTiter-Fluor protease fluorescence, 24 h. Potency, µM (series often up to 56.7 µM), hits mostly cytotoxic. hit rate 0.49% among 400,000; further: potency means the concentration at half of the fitted maximal effect; nearly all actives have a fitted effect of over 40% in size
MCF10A rerep – A quantitative high throughput screen for small molecules that induce DNA re-replication in MCF 10a normal breast cells. MCF 10A DNA re-replication, Hoechst nuclear intensity, 48 h. Potency, µM (doses to about 46.1 µM), inactives show at the top dose activity, positive = re-replication, usual class: activators. hit rate 2.9% among 350,000. AID 624296, 2012; further: potency means the concentration at half of the fitted maximal effect; % of control where 0% means no effect; nearly all actives have a fitted effect of over 50% in size
HT1080 IDH1KD tx – qHTS for induction of synthetic lethality in tumor cells producing 2HG: qHTS for the HT-1080-IDH1KD cell line; AID 686971, 2013; HT-1080 IDH1 knockdown viability, ATP luminescence, 48 h; hit rate 2% among 360,000; Potency, µM (doses to about 46.1 µM), inactives show at the highest dose activity, negative = toxicity, hits mostly cytotoxic;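 further: potency means the concentration at half of the fitted maximal effect; 0% = DMSO wells and -100% = cell-free medium wells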
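CellTiter-Glo luminescence after 48 h compound exposure at 37 degrees C of IDH1-knockdown HT-1080 cells in 5% FBS RPMI. %Activity scaled between DMSO wells and cell-free media wells, with curves fitted and assigned curve classes.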
ATXN2 expr inh – Primary qHTS for Inhibitors of ATXN expression; AID 1745845, 2022; HEK-293 ATXN2-luciferase reporter, luminescence, 24 h; hit rate 0.72% among 360,000; Potency, µM (highest dose often 57 µM), for inactives: top-dose activity change, negative = inhibition, most hits filed as inhibitors; further: potency means the concentration at half of the fitted maximal effect; on the % scale 0 is the no-effect control and ±100 the full control effect; nearly all actives have a fitted effect of over 55% in size
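ATXN2-luciferase reporter cells (luciferase flanked by upstream and downstream ATXN2 gene portions) were treated 24 h at 37 °C with compounds at up to 57 uM. SteadyGlo luminescence gave expression; GF-AFC fluorescence gave viability.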
KB-3-1 cytotox – qHTS assay for MDR1-selective chemotherapeutics: Primary screen using the parental adenocarcinoma cell KB-3-1 | Potency, µM (highest dose often 46.1 µM), without a hit: at the top dose activity change, negative = cytotoxic, usual class: cytotoxic | KB-3-1 viability, CellTiter-Glo ATP luminescence, 72 h | hit rate 1.4% among 400,000; further: potency means the concentration at half of the fitted maximal effect; on the % scale 0 is the no-effect control and ±100 the full control effect; nearly all actives have a fitted effect of over 60% in size
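Parental KB-3-1 viability, qHTS format: 72 h compound exposure, 37 °C; CellTiter-Glo; media-only wells and DMSO plates as controls; concentration-effect fits on corrected data.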
* marks the source's active call; other numbers are inactive results; [ ] = dose if it differs, or a comment. Unless noted, the call rests on the fitted dose curve; in most records, active means well fitted curve in the direction sought with a large enough effect; inconclusive means small, poorly fitted or top-dose-only effect, or another doubt; inactive means no such curve, though single readings can be large; an effect the other way counts as inactive or inconclusive. The order is random. About 8.9% of those tested had a hit in this group.

How did Fc1ccccc1Nc1nc(Cl)nc(Cl)n1 do in these assays?
IL1B secr inh: 2; HepG2 viability: 0%; HT1080-NT tox: 27%; SW480 rereplic: 0%; ATXN viability: inactive; MCF10A rerep: -4%; HT1080 IDH1KD tx: 18%; ATXN2 expr inh: -9%; KB-3-1 cytotox: 4%

Results for CC(C)Cc1oc(C(=O)O)cc1CN ?
IL1B secr inh: 16; HepG2 viability: 3%; HT1080-NT tox: -2%; SW480 rereplic: -5%; ATXN viability: inactive; MCF10A rerep: -2%; HT1080 IDH1KD tx: -1%; ATXN2 expr inh: 0%; KB-3-1 cytotox: -2%

Results for COc1ccc2c(c1)CCC1C2CCC2(C)C(O)C(=O)CC12 (stereo unspecified) ?
IL1B secr inh: -3; HepG2 viability: -17%; HT1080-NT tox: -4%; SW480 rereplic: 0%; ATXN viability: inactive; MCF10A rerep: 1%; HT1080 IDH1KD tx: -13%; ATXN2 expr inh: -3%; KB-3-1 cytotox: 0%

How did Cc1nc(SCCc2nc3ccccc3[nH]2)c2oc3ccccc3c2n1 do in these assays?
HepG2 viability: -6%; SW480 rereplic: -4%; ATXN viability: inactive; MCF10A rerep: -1%; ATXN2 expr inh: 12%; KB-3-1 cytotox: 11%

How did COc1cccc(-c2nnc(-c3ccco3)o2)c1 do in these assays?
IL1B secr inh: 5; HepG2 viability: -16%; HT1080-NT tox: 26%; SW480 rereplic: inconclusive; ATXN viability: inactive; MCF10A rerep: 3%; HT1080 IDH1KD tx: 5%; ATXN2 expr inh: 8%; KB-3-1 cytotox: -4%

Results for CCCOc1cccc(CN2CCCCC2c2cccnc2)c1 (stereo unspecified) ?
IL1B secr inh: inconclusive; HepG2 viability: -36%; HT1080-NT tox: inconclusive; SW480 rereplic: -2%; ATXN viability: inactive; MCF10A rerep: 26%; HT1080 IDH1KD tx: -5%[9.24 µM]; ATXN2 expr inh: -19%; KB-3-1 cytotox: -9%

What do the screens show for `CCSCCc1nnc(NC(=O)Nc2cccc(C(F)(F)F)c2)s1`?
IL1B secr inh: -69*; HepG2 viability: -35%; HT1080-NT tox: inconclusive; SW480 rereplic: inconclusive; ATXN viability: inactive; MCF10A rerep: inconclusive; HT1080 IDH1KD tx: inconclusive; ATXN2 expr inh: inconclusive; KB-3-1 cytotox: inconclusive

Results for COc1ccc(C(=O)C=Cc2cccs2)c(O)c1 ?
IL1B secr inh: -54*; HepG2 viability: -11%; HT1080-NT tox: -19%; SW480 rereplic: inconclusive; ATXN viability: inactive; MCF10A rerep: inconclusive; HT1080 IDH1KD tx: -18%; ATXN2 expr inh: 41%[activator]; KB-3-1 cytotox: -7%

How did O=C(CCc1nc(-c2ccc(F)cc2)no1)NCc1ccccc1CN1CCOCC1 do in these assays?
IL1B secr inh: 28; HepG2 viability: -12%; HT1080-NT tox: -11%; SW480 rereplic: -1%; ATXN viability: inactive; MCF10A rerep: 14%; HT1080 IDH1KD tx: -12%; ATXN2 expr inh: -14%; KB-3-1 cytotox: 5%

Results for COc1ccc(/C=C/C(=O)OCC(=O)NC(=O)NC(C)(C)C)cc1 ?
IL1B secr inh: 6; HepG2 viability: 8%; HT1080-NT tox: 7%; SW480 rereplic: -25%; ATXN viability: inconclusive; MCF10A rerep: -38%[inhibitor]; HT1080 IDH1KD tx: 11%; ATXN2 expr inh: -4%; KB-3-1 cytotox: -7%

How did COc1ccc(/C=C2/S/C(=N/S(=O)(=O)Cc3ccccc3)NC2=O)cc1OC do in these assays?
IL1B secr inh: -14; HepG2 viability: -36%; HT1080-NT tox: 1%; SW480 rereplic: -1%; ATXN viability: inactive; MCF10A rerep: 21%; HT1080 IDH1KD tx: -9%; KB-3-1 cytotox: 9%

How did CC(=O)c1ccc(-c2cnc3c(NC=O)cc(-c4cccc(C(=O)N(C)C)c4)cn23)cc1 do in these assays?
IL1B secr inh: 9; HepG2 viability: -7%; HT1080-NT tox: inconclusive; ATXN viability: inactive; HT1080 IDH1KD tx: inconclusive; ATXN2 expr inh: -8%; KB-3-1 cytotox: -17%

What do the screens show for `O=C(COC(=O)c1ccccc1)NC1CCCC1`?
IL1B secr inh: 4; HepG2 viability: 1%; HT1080-NT tox: 25%; SW480 rereplic: 0%; ATXN viability: inactive; MCF10A rerep: -2%; HT1080 IDH1KD tx: 25%; ATXN2 expr inh: 0%; KB-3-1 cytotox: 7%

What do the screens show for `Cc1ccnc(NC(=O)CCC(=O)N(CC(=O)NC2CCCCC2)C2CCCC2)c1`?
IL1B secr inh: 0; HepG2 viability: -1%; HT1080-NT tox: 8%; SW480 rereplic: -5%; MCF10A rerep: 1%; HT1080 IDH1KD tx: 11%; KB-3-1 cytotox: 4%

Results for C[C@H]1CN([C@@H](C)CO)C(=O)c2cc(Br)cnc2O[C@H]1CN(C)C(=O)Cc1ccccn1 ?
IL1B secr inh: 8; HepG2 viability: 7%; HT1080-NT tox: 3%; ATXN viability: inconclusive; HT1080 IDH1KD tx: 5%; ATXN2 expr inh: 9%; KB-3-1 cytotox: 11%

Results for CC1=Nc2ccc(Br)cc2C(c2ccccc2)N1CC(=O)O (stereo unspecified) ?
IL1B secr inh: -9; HepG2 viability: 1%; HT1080-NT tox: 16%; SW480 rereplic: -5%; ATXN viability: inactive; MCF10A rerep: 1%; HT1080 IDH1KD tx: 15%; ATXN2 expr inh: -29%; KB-3-1 cytotox: 7%

How did Cc1nnc(SC(C)C(=O)NCC2CCCO2)s1 (stereo unspecified) do in these assays?
IL1B secr inh: -2; HepG2 viability: 10%; HT1080-NT tox: 2%; SW480 rereplic: 12%; ATXN viability: inactive; MCF10A rerep: 1%; HT1080 IDH1KD tx: -3%; ATXN2 expr inh: 5%; KB-3-1 cytotox: 7%

Results for Cc1cccc(C(C)C)c1NC(=O)COC(=O)c1cc2ccccc2oc1=O ?
IL1B secr inh: 8; HepG2 viability: 2%; HT1080-NT tox: 5%; SW480 rereplic: -10%; ATXN viability: inactive; MCF10A rerep: 2%; HT1080 IDH1KD tx: -2%; ATXN2 expr inh: 13%; KB-3-1 cytotox: -10%

How did CC(=O)c1cccc(CN2CCN(C(C)C)C(CCO)C2)c1 (stereo unspecified) do in these assays?
IL1B secr inh: 9; HepG2 viability: 15%; HT1080-NT tox: -1%; SW480 rereplic: 16%; ATXN viability: inactive; MCF10A rerep: -2%; HT1080 IDH1KD tx: 2%; KB-3-1 cytotox: 2%

What do the screens show for `COCCn1c(Cc2ccccc2)nnc1SCC(=O)NC1CCCCC1`?
IL1B secr inh: 24; HepG2 viability: 6%; HT1080-NT tox: 5%; SW480 rereplic: -4%; ATXN viability: inactive; MCF10A rerep: -3%; HT1080 IDH1KD tx: 18%; ATXN2 expr inh: 2%; KB-3-1 cytotox: 0%

What do the screens show for `COc1ccccc1C(=O)NCCC(=O)NCCCSc1ccccc1`?
IL1B secr inh: 0; HepG2 viability: -31%; HT1080-NT tox: 0%; SW480 rereplic: -4%; ATXN viability: inactive; MCF10A rerep: 5%; HT1080 IDH1KD tx: -5%; ATXN2 expr inh: 2%; KB-3-1 cytotox: 0%

Results for COc1ccc(NC(C)=O)cc1NC(=O)c1ccc(Cl)cc1 ?
IL1B secr inh: 24; HepG2 viability: 1%; HT1080-NT tox: 1%; SW480 rereplic: -1%; ATXN viability: inactive; MCF10A rerep: 0%; HT1080 IDH1KD tx: -4%; KB-3-1 cytotox: -3%

How did CCOC(=O)c1ccc(NC(=O)c2c(C)[nH]c(C(=O)OCC)c2C)cc1 do in these assays?
IL1B secr inh: 0; HepG2 viability: -2%; HT1080-NT tox: 3%; SW480 rereplic: 10%; ATXN viability: inactive; MCF10A rerep: inconclusive; HT1080 IDH1KD tx: -19%; ATXN2 expr inh: 2%; KB-3-1 cytotox: -3%

What do the screens show for `CC(=O)Nc1ccc(S(=O)(=O)N(C)CC(=O)NCCC2=CCCCC2)cc1`?
IL1B secr inh: 10; HepG2 viability: 3%; HT1080-NT tox: 2%; SW480 rereplic: -12%; ATXN viability: inactive; MCF10A rerep: -2%; HT1080 IDH1KD tx: 0%; ATXN2 expr inh: 2%; KB-3-1 cytotox: -3%

Molecules listed so far that have two or more sulfur atoms (3):
What do the screens show for `CCSCCc1nnc(NC(=O)Nc2cccc(C(F)(F)F)c2)s1`?
IL1B secr inh: -69*; HepG2 viability: -35%; HT1080-NT tox: inconclusive; SW480 rereplic: inconclusive; ATXN viability: inactive; MCF10A rerep: inconclusive; HT1080 IDH1KD tx: inconclusive; ATXN2 expr inh: inconclusive; KB-3-1 cytotox: inconclusive

How did COc1ccc(/C=C2/S/C(=N/S(=O)(=O)Cc3ccccc3)NC2=O)cc1OC do in these assays?
IL1B secr inh: -14; HepG2 viability: -36%; HT1080-NT tox: 1%; SW480 rereplic: -1%; ATXN viability: inactive; MCF10A rerep: 21%; HT1080 IDH1KD tx: -9%; KB-3-1 cytotox: 9%

How did Cc1nnc(SC(C)C(=O)NCC2CCCO2)s1 (stereo unspecified) do in these assays?
IL1B secr inh: -2; HepG2 viability: 10%; HT1080-NT tox: 2%; SW480 rereplic: 12%; ATXN viability: inactive; MCF10A rerep: 1%; HT1080 IDH1KD tx: -3%; ATXN2 expr inh: 5%; KB-3-1 cytotox: 7%
